# Coupling enz: counter-screen for Giardia aldolase inhibitors: coupling enzyme system; coupling enzyme system counterscreen, AmpLite Red fluorescence; activity change, negative = inhibition, % at 58.2 µM, hits read low; 0.67% of 290,000 active; AID 2472; in the data active means activity change below about -30%
#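 Fluorescence at 525 nm excitation and 598 nm emission measured inhibition of the coupled detection system without aldolase. Compounds (at 57.5 uM final) were preincubated 10 min at room temperature with coupling enzyme reagent before a 20 min substrate/AmpLite Red step.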
# KCNH2 3.1 inh: KCNH2 3.1 (human) potassium channel inhibition. U2OS KCNH2 3.1, thallium flux FluxOr; hits give low values. activity change, % (tested at about 1.8 µM). 0.95% of 340,000 active;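 active means maximum activity change below -70%; inconclusive means maximum activity change from -70% to -50%; inactive means maximum activity change above -50%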;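 further: thallium influx rate constant from kinetic fluorescence after stimulation buffer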
#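 Virally transduced U2OS (3.1 isoform, 4 h infection in dark at RT) → overnight 37 C → FluxOr + Red40 in HBSS/HEPES, 45 min → stimulation buffer, 2 min kinetic read → rate constant vs DMSO controls.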
# B2AR arrestin: recruits beta-arrestin to the human beta2-adrenergic receptor; Potency, µM (series often up to 46.1 µM), without a hit: at the top dose activation, most hits filed as activators; P07550; 0.02% of 330,000 active; beta-arrestin recruitment to beta2AR, cell-based reporter;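 further: potency means the concentration at half of the fitted maximal effect; 0% = DMSO controls and full agonism = EC100 isoproterenol or metaproterenol; nearly all actives have a fitted effect of over 65% in size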
# Chronic BCR inh: inhibitors of chronic active B-cell receptor signaling; ABC-DLBCL IkBa-CBG/CBR reporter, luminescence ratio, 4 h; Potency, µM (doses to about 46.1 µM), for inactives: top-dose ratio change, negative = lower green/red ratio, most hits filed as inhibitors; 0.05% of 340,000 active; active means well fitted inhibition curve with a large enough effect in the signal ratio, with a control signal flat, not every such curve was filed as active; inconclusive means small, poorly fitted or top-dose-only effect, or effect the other way, or a change in a side signal; the % refers to the signal ratio;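 further: potency means the concentration at half of the fitted maximal effect; plate controls were basal doxycycline-induced cells for no effect and cells given 10 µM MG132 for full effect; MG132 reads +100%, hits lower the ratio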
#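 Compounds up to 46 uM were incubated four hours with TMD8 cells whose green CBG68 luciferase is fused to IkappaBalpha; red CBR luminescence normalised the signal, and concentration-effect curves were fitted to fusion, red and ratio data.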
# hERG WT inh: KCNH2 (human, wildtype) channel inhibition; U2OS, BacMam KCNH2, thallium flux FluxOr; hits give low values; 0.37% of 340,000 active; activity change, % at 1.84 µM;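 active means maximum activity change below -70%; inconclusive means maximum activity change between -70% and -50%; inactive means maximum activity change above -50%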
#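 U2OS cells transduced with wild-type KCNH2 virus are loaded with FluxOr dye for 45 min, and thallium flux is measured in kinetic reads before and after stimulation buffer. Rate constants are normalized to DMSO controls.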
# Eya2 inh: Eya2 (human) phosphatase inhibition; 0.006% of 330,000 active; recombinant Eya2, OMFP fluorescence dephosphorylation (OMFP is methylfluorescein phosphate); Potency, µM (titrated, usually from 76.9 µM), inactives show at the top dose activity, negative = inhibition, most hits filed as inhibitors; O00167; further: potency means the concentration at half of the fitted maximal effect
# Target sequence (O00167 whole entry, looked up): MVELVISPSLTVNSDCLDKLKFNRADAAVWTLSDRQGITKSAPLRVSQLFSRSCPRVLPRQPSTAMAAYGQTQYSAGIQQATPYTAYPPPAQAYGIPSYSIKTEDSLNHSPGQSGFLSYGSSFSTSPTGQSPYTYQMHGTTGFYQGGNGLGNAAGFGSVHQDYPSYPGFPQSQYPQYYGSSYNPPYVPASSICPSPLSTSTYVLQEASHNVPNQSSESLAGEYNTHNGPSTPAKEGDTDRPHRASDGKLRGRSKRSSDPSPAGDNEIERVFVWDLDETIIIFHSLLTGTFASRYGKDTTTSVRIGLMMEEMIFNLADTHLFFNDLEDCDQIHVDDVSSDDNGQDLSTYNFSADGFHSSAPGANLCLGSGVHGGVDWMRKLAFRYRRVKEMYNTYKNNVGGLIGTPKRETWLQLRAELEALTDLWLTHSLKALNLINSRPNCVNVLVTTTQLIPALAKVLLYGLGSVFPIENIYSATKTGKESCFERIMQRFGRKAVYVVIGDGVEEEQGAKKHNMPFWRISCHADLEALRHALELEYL
#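 Eya2 protein (added as 0.2 uM solution) was preincubated with compound for 10 min at ambient temperature in 50 mM HEPES pH 7.5, 50 mM NaCl, 5 uM MgCl2, 0.05% BSA, 1 mM DTT. OMFP (added at 50 uM) then reacted 10 min; fluorescence read at 485/525 nm.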
# GALK inh: galactokinase (human) inhibition | Purified GALK, Kinase-Glo residual ATP luminescence | P51570 | Potency, µM (highest dose often 57.5 µM), inactives show at the highest dose activity change, negative = inhibition, usual class: inhibitors | 0.007% of 270,000 active; further: potency means the concentration at half of the fitted maximal effect
# Target sequence (P51570 whole entry, looked up): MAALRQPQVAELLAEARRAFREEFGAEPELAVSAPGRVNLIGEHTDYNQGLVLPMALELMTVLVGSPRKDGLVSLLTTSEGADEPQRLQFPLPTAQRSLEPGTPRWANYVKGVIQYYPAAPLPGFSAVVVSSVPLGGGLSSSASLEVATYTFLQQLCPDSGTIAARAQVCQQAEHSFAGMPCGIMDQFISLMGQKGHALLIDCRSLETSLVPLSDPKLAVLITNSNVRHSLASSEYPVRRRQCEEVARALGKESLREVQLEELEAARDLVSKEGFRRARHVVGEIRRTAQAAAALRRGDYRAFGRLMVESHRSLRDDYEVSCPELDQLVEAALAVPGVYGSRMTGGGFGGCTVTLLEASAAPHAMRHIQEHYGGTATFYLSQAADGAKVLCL
#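 GALK at 5 nM final was combined with compound, 35 uM ATP and 100 uM galactose in HEPES pH8.0 with MgCl2 and DTT. The reaction ran one hour at room temperature before luminescent ATP detection.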
# uPA surface inh: blocks generation of uPA at the cell surface | cell surface uPA generation assay, qHTS | 0.31% of 330,000 active | Potency, µM (doses to about 38.3 µM), without a hit: top-dose activity change, negative = inhibition, most hits filed as inhibitors; active means well fitted inhibition curve with a large enough effect; inconclusive means small, poorly fitted or top-dose-only effect; inactive means no such curve, though single readings can be large or run the other way; tested in mouse RAW 264.7 cells; further: potency means the concentration at half of the fitted maximal effect; nearly all actives have a fitted effect of over 55% in size
# USP2a block: blocks human ubiquitin-specific protease USP2a; USP2 core, Ub-CHOP2 coupled fluorogenic reporter, 485/531; AID 463254; O75604; 0.01% of 330,000 active; Potency, µM (highest dose often 38.3 µM), without a hit: at the top dose activity change, negative = inhibition, most hits filed as inhibitors;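 further: potency means the concentration at half of the fitted maximal effect; plate controls were DMSO wells for no effect and full inhibition by NEM control for full effect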
#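 Deubiquitinase activity read as fluorescence (485/531 nm) after Ub-CHOP2 cleavage activates the enterokinase reporter on its substrate; USP2 core 10nM, Ub-CHOP2 and substrate 25nM each, 30min compound preincubation then 60min RT; data normalized to NEM, curves fitted.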
# Giardia killer: kills Giardia lamblia. 0.15% of 340,000 active. Giardia lamblia trophozoite viability. activity change, % at 7.66 µM, hits read low. AID 540267; in the data active means activity change below about -80%; inconclusive means between about -30% and that limit;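 further: parasites exposed to compound for two days anaerobically before the ATP read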
#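 Viability, read as ATP luminescence: trophozoites at 100 cells/well, compound added, 48 hrs anaerobic at 37 deg C, then 15-30 min room-temperature development before reading.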
# PKM2 activator: activators of human pyruvate kinase M2 | P14618 | 0.34% of 260,000 active | Potency, µM (top dose mostly 57.5 µM), for the others: at the highest dose activation, usual class: activators | purified PKM2, Kinase-Glo ATP luminescence, activation; response scale: 0% is enzyme alone, no compound; further: potency means the concentration at half of the fitted maximal effect; nearly all actives have a fitted effect of over 55% in size
#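 Purified hPK-M2 (>95%) run at intermediate activity with 0.1 mM ADP and 0.5 mM PEP in 50 mM imidazole pH 7.2, KCl, MgCl2; 1 h room temperature. ATP formed read by Kinase-Glo luminescence; normalized to uninhibited and no-enzyme controls.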
# * marks the source's active call; other numbers are inactive results; ? = inconclusive; / = no result given; & = joins results of further samples. Unless noted, the call rests on the fitted dose curve; in most records, active means well fitted curve in the direction sought with a large enough effect; inconclusive means small, poorly fitted or top-dose-only effect, or another doubt; inactive means no such curve, though single readings can be large; an effect the other way counts as inactive or inconclusive. Unless noted, on the % scale 0 is the no-effect control and ±100 the full control effect. Random draw from the library, and some 2.4% of all compounds hit somewhere here.
# Under each structure: Coupling enz | KCNH2 3.1 inh | B2AR arrestin | Chronic BCR inh | hERG WT inh | Eya2 inh | GALK inh | uPA surface inh | USP2a block | Giardia killer | PKM2 activator
> Cc1ccc(S(=O)(=O)N(CC(=O)NCC2CCCO2)Cc2ccc(F)cc2)cc1 (configuration not stated)
 : -4 | 19 | -0.2% | -7% | 8 | 6% | 7% | 3% | 2% | ? | 1%
> CCOc1ccc(S(=O)(=O)N2CCCC(C(=O)Nc3ccccc3)C2)cc1 (configuration not stated)
 : 0 | 8 | -0.1% | 0% | 1 | -9% | 5% | 5% | -1% | -5 | -1%
> O=C(NC1CCCCCC1)C1CCC(=O)N(Cc2ccccc2F)C1 (configuration not stated)
 : 2 | / | -1.6% | 0% | 0 | 4% | 3% | -5% | 0% | 3 | 2%
> COC(=O)c1ccsc1NC(=O)C1=COCCO1
 : 3 | 11 | 0.1% | 0% | -1 | 0% | 2% | -8% | 1% | -27 | -4%
> O=C(CCl)N1CCN(S(=O)(=O)c2ccc3c(c2)OCCCO3)CC1
 : / | -4 | 0.6% | ? | -2 | -12% | / | ? | 3% | 15 | /
> CC(C)NC(=O)c1cnc(N2CCN(c3ccccn3)CC2)c2ccccc12
 : 3 | 1 | -0.5% | 12% | 0 | 0% | 1% | 1% | -5% | -5 | 16%
> CCOC(=O)c1csc(-n2nc(C)cc2C(F)(F)F)n1
 : 1 | -6 | -0.2% | 3% | -19 | -6% | 4% | -4% | 2% | ? | -2%
> Cc1ccc(CCN2CC(C(=O)NCCN(C)C)CC2=O)cc1 (configuration not stated)
 : 0 | 3 | 0.2% | ? | -12 | -23% | -4% | 0% | 3% | ? | /
> O=C(C[n+]1ccccc1)N1CCCc2ccccc21
 : 3 | 8 | -0.2% | 14% | -20 | -4% | 0% | 9% | 2% | -9 | 0%
> S=C(Nc1ccc(Cl)c(Cl)c1)NC1CCN(Cc2ccccc2)CC1
 : 2 | -14 | -0.9% | ? | 18 | -5% | 0% | -13% | -7% | -10 | -3%
> CC1(C)CC(CCNS(=O)(=O)c2ccccc2)(c2ccccc2)CCO1 (configuration not stated)
 : 1 | -4 | 0.1% | 1% | -3 | 0% | / | 4% | -1% | -8 | 7%
> COc1cc(OC)cc(N(C(=O)c2ccco2)C(C(=O)NC2CCCC2)c2ccc(N(C)C)cc2)c1 (configuration not stated)
 : -1 | -8 | 0.4% | -2% | -10 | -2% | -1% | 13% | 0% | 8 | 4%
> Cc1[nH]c2ccccc2c1/C=N/NC(=S)NCc1ccccc1
 : -2 | 7 | -0.5% | 2% | / | -11% | -1% | -1% | 3% | -26 | 3%
> Cc1nn(-c2ccccc2)c(Cl)c1/C=N/NC(=O)c1ccc(CNc2ccccc2)o1
 : -4 | -6 | 0.0% | 0% | 3 | -6% | 0% | -2% | 0% | 7 | -4%
> Cc1ccc(/C=C/C(=O)N2CCN(S(=O)(=O)c3cccs3)CC2)o1
 : 1 | 2 | -0.8% | -3% | 2 | -7% | 1% | 2% | 9% | 19 | ?
> Cc1nnc(SCC(=O)Nc2ccccc2N2CCOCC2)s1
 : -2 | -1 | -0.3% | ? | -3 | -25% | 0% | 3% | 4% | -10 | 10%
> CCC(=O)N1CCc2cc(S(=O)(=O)N3CCN(c4cc(Cl)ccc4C)CC3)ccc21
 : / | 10 | -0.1% | -8% | 0 | -3% | 4% | 0% | -3% | -3 | /
> CCSC(=O)N(CC)CC(=O)Nc1c(CC)cccc1CC
 : 2 | 3 | -0.1% | ? | -10 | 2% | -3% | -7% | -2% | 19 | 2%
> COC(=O)[C@H](Cc1ccccc1)NC(=O)Nc1ccc(S(N)(=O)=O)cc1
 : -1 | 13 | -0.1% | 0% | 5 | 0% | 0% | 0% | 2% | -8 | -1%
> CN(CC(=O)Nc1ccc(F)c(F)c1F)C(=O)c1ccc2c(c1)NC(=O)CS2
 : / | 0 | -0.2% | 0% | -10 | 2% | / | 5% | 0% | 6 | /
> COc1cccc(C(=O)OCC(=O)N2CCc3ccccc32)c1OC
 : / | 7 | 0.0% | -7% | 28 | 17% | / | -1% | -1% | -18 | /
> O=C(NCCOc1ccccc1)c1cccc2c1C(=O)c1ccc(Cl)cc1S2(=O)=O
 : / | 3 | 0.2% | 6% | 6 | -3% | / | -14% | 2% | -27 | /
> CC(=O)Nc1ccc(S(=O)(=O)NC2(C(F)(F)F)N=C(c3ccccc3)NC2=O)cc1 (configuration not stated)
 : 3 | 0 | 0.2% | 2% | -10 | 19% | 1% | / | 1% | 7 | 2%
> CCN(C(=O)COc1ccc(C(C)=O)cc1)c1cccc2ccccc12
 : / | 7 | -0.2% | ? | 13 | -3% | / | 2% | 2% | 20 | /
> CCCCOc1ccc(-c2nc(SCC(N)=O)n[nH]2)cc1
 : 0 | 3 | 0.1% | -2% | 1 | -2% | 0% | -5% | 0% | -12 | 1%
> O=C(NNc1cccc(Cl)n1)Nc1ccc(Cl)cc1
 : 0 | 9 | -0.2% | 12% | 0 | 3% | 7% | 0% | 0% | 1 | 0%
> CCOc1ccc2nc(SCC(=O)Nc3ncccn3)[nH]c2c1
 : 3 | 3 | -0.2% | -3% | 4 | -6% | 4% | 11% | 1% | -1 | -5%
> CCC(C)c1ccc(NC(=O)C2=CC=CN3CCS(=O)(=O)N=C23)cc1 (configuration not stated)
 : / | 18 | -0.3% | ? | 0 | -5% | / | ? | 3% | -9 | /
> O=C(Nc1ccc(Oc2ccccc2)cc1)c1cnc2n(c1=O)CCS2
 : 3 | -10 | -0.5% | ? | -2 | -11% | 3% | 2% | 0% | 10 | 2%
> O=C(NCc1ccc(F)cc1)c1cc2c(cc1Cl)N1CCCCCC1=NS2(=O)=O
 : / | -5 | -1.1% | 2% | -4 | -4% | / | 1% | 0% | -4 | /

# Given with each value named: 3 of the compounds above
COC(=O)c1ccsc1NC(=O)C1=COCCO1
  Coupling enz: 3
  KCNH2 3.1 inh: 11
  B2AR arrestin: 0.1%
  Chronic BCR inh: 0%
  hERG WT inh: -1
  Eya2 inh: 0%
  GALK inh: 2%
  uPA surface inh: -8%
  USP2a block: 1%
  Giardia killer: -27
  PKM2 activator: -4%
O=C(CCl)N1CCN(S(=O)(=O)c2ccc3c(c2)OCCCO3)CC1
  Coupling enz: /
  KCNH2 3.1 inh: -4
  B2AR arrestin: 0.6%
  Chronic BCR inh: ?
  hERG WT inh: -2
  Eya2 inh: -12%
  GALK inh: /
  uPA surface inh: ?
  USP2a block: 3%
  Giardia killer: 15
  PKM2 activator: /
CC(C)NC(=O)c1cnc(N2CCN(c3ccccn3)CC2)c2ccccc12
  Coupling enz: 3
  KCNH2 3.1 inh: 1
  B2AR arrestin: -0.5%
  Chronic BCR inh: 12%
  hERG WT inh: 0
  Eya2 inh: 0%
  GALK inh: 1%
  uPA surface inh: 1%
  USP2a block: -5%
  Giardia killer: -5
  PKM2 activator: 16%

# Continued:
SMILES	Coupling enz	KCNH2 3.1 inh	B2AR arrestin	Chronic BCR inh	hERG WT inh	Eya2 inh	GALK inh	uPA surface inh	USP2a block	Giardia killer	PKM2 activator
O=C(c1cccc(S(=O)(=O)N2CCCC2)c1)c1cccc(S(=O)(=O)N2CCCC2)c1	1	-1	-0.3%	0%	13	-3%	-1%	-10%	5%	-2	-5%
COc1ccc(C(=O)N2CCN(Cc3cc(OC)c(O)c(OC)c3)CC2)cc1OC	-9	8	0.1%	-1%	19	5%	1%	-3%	0%	0	13%
O=C(N/N=C/c1ccc(OCc2cnc(Cl)s2)cc1)c1ccncc1	2	3	-0.3%	0%	-7	-1%	-2%	-12%	-2%	11	0%
CCC(C)c1ccc(O)c(NC(=O)c2cncc(Br)c2)c1 (configuration not stated)	0	10	-0.2%	20%	-6	7%	0%	-7%	-1%	-11	2%
O=C(NCCN1CCOCC1)C1CCC(=O)N1C1CCCCC1 (configuration not stated)	1	7	-0.3%	6%	-2	-12%	3%	9%	3%	-1	-3%
Cn1c(=O)c2c(nc(CN3CCN(Cc4ccccc4)CC3)n2Cc2ccccc2)n(C)c1=O	0	/	-0.4%	1%	/	0%	0%	/	-1%	/	0%
COc1ccc(NC(=O)c2cc(Br)ccc2Cl)c([N+](=O)[O-])c1	-2	6	0.4%	?	1	-3%	10%	-1%	6%	-7	-44%
CCC(=O)NC(c1ccco1)c1cc(Cl)c2cccnc2c1OC (configuration not stated)	/	/	0.0%&0.1%	-6%&-4%	/	-21%&-14%	/	-5%	-7%&0%	-16	/
COc1ccc(CNC(=O)C2CCN(S(=O)(=O)c3cccc4nsnc34)CC2)cc1	/	-6	0.1%	?	3	2%	3%	4%	1%	21	/
COC(=O)c1ccc(CN(C)S(=O)(=O)c2ccc(C)cc2)o1	0	9	-0.8%	-2%	-24	15%	4%	3%	2%	6	1%
